HTR5A ag: counter-screen for OPRM1-OPRD1 agonists: human HTR5A agonism; P47898; HTR5A agonist assay, luminescence, cell-based; activation, % at 9.3 µM; actives 0.61% (n = 340,000); AID 504692; in the data active means activation mostly above about 9.5%, no sharp cut-off; inactive means mostly below about 7.6%;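 further: 0% = cells with vehicle only and 100% = reference agonist; strong numbers were not always called active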
DAGLB inhibitor: blocks human DAGLB lipase activity; Q8NCG7; HEK293T DAGLB membrane lysate, EnzChek fluorogenic substrate; inhibition, % at 5.17 µM; actives 0.059% (n = 340,000); in the data active means inhibition above about 34%;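 further: 0% = enzyme with vehicle and 100% = wells lacking enzyme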
Arrestin-AP2 inh: human beta-arrestin and AP2 interaction inhibition. FITC-arrestin peptide / GST-AP2 beads, flow cytometry; AP2 beta2 appendage carries R879A mutation. inhibition, % at 10 µM. actives 0.31% (n = 340,000). AID 504490;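 active means inhibition above a set limit, near 3 SD of compounds lacking own fluorescence, cut at about 54% in these data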;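 further: plate controls were DMSO wells for no effect and 5 µM unlabelled arrestin peptide for full effect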
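test system = AP2 appendage R879A on GSH beads | buffer or medium = PBS plus Tween 20 (0.05%) and BSA (0.1%) | incubation = 12 min plus 1 h, RT | detection = bead flow cytometry, FITC channel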
PKA-R2B activ: activates the human PKA-R2B holoenzyme complex; PKA-R2B holoenzyme dissociation, Cy5-IP20 fluorescence polarization; R2B truncated from residue 108, S112A mutant; 0% DMSO only, 100% 113 µM cGMP; actives 0.079% (n = 340,000); activation, % at 11.4 µM;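 active means activation above a cutoff set at the mean over all compounds plus 3 SD, cut at about 18% in these data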;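 further: higher means more holoenzyme dissociation and a rise in polarization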
OPRM1-OPRD1 inv: inverse agonist of human OPRM1-OPRD1 heterodimerization | P35372+P41143 | cell-based MOR-DOR heterodimer luminescence, inverse agonism | inhibition, % at 9.3 µM | actives 0.21% (n = 340,000) | AID 504357; in the data active means inhibition above about 22%, passing the limit was not always enough;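 further: 0% = cells with DMSO and 100% = wells without cells with DMSO; values of inactives mirror those of a sister screen read the other way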
Target sequence (P35372 whole entry, looked up): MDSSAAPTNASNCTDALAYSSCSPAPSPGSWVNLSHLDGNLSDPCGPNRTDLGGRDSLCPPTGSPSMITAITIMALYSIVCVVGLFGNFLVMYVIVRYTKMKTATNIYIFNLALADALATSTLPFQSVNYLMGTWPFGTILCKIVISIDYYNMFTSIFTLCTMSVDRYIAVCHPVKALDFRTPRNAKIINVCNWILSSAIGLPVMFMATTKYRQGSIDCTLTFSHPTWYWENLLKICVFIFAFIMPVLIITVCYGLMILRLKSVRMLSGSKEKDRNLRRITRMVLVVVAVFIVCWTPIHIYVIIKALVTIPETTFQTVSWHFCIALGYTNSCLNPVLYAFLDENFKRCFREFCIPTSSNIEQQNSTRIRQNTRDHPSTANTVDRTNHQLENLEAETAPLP
Target sequence (P41143 whole entry, looked up): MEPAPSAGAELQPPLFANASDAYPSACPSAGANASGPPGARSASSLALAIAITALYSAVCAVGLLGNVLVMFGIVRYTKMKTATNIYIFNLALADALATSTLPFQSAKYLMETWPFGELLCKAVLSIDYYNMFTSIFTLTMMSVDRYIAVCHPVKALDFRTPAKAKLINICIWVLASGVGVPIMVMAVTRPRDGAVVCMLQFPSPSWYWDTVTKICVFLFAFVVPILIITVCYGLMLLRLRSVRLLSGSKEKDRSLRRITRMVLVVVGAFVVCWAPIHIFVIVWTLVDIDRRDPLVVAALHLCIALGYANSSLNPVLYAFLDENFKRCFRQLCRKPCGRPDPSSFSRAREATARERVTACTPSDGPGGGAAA
DSG3 Ab inh: human desmoglein-3 autoantibody binding inhibition; P32926; DSG3-coupled beads, scFv-anti-DSG3-GFP binding, flow cytometry; active compounds read low; AID 588358; actives 0.48% (n = 310,000); binding (percent of control), % at 10 µM;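 active means binding more than 3 SD below its plate's average and above zero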;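 further: hits lower antibody fragment binding to DSG3; some compounds called inactive have numbers as strong as hits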
OPRM1-OPRD1 ag: agonists of human mu-delta opioid receptor heterodimerization; AID 504326; cells, OPRM1-OPRD1 heterodimerization, luminescence; actives 0.3% (n = 340,000); P35372+P41143; activation, % at 9.3 µM; in the data active means activation above about 18%;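 further: 0% = vehicle-treated cells and 100% = reference agonist; values of inactives mirror those of a sister screen read the other way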
HTR5A inv ag: inverse agonist of human HTR5A in OPRM1-OPRD1 counter-screen; HTR5A cell line, luminescence, inverse agonism; P47898; actives 0.083% (n = 340,000); AID 504634; inhibition, % at 9.3 µM; in the data active means inhibition mostly above about 23%, no sharp cut-off; inactive means mostly below about 18%;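 further: 0% = cells with DMSO and 100% = no-cell wells with DMSO; some compounds called inactive have numbers as strong as hits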
V-ATPase pH: yeast V-ATPase proton transport regulation by pHLuorin; S. cerevisiae, pHLuorin cytosolic pH fluorescence; response, % at 10 µM; actives 0.37% (n = 350,000); AID 504577; in the data active means response mostly above about 7.3%, no sharp cut-off; inactive means mostly below about 5.4%; further: actives read high; inactives centre near 0; some compounds called inactive have numbers as strong as hits; reference of the scale not given here
PKA-R1A activ: PKA-R1A complex activation; actives 0.083% (n = 340,000); P00514+P68181; AID 504707; PKA-R1A dissociation, Cy5-IP20 fluorescence polarization; scaled: DMSO 0%, 113 µM cGMP 100%; activation, % at 11.4 µM;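 active means percent activation above the mean of all tested compounds plus 3 SD, cut at about 19% in these data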;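 further: higher means more PKAc released from R1A so a rise in polarization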
Active calls of the source: *; . = no result given.

Molecule,HTR5A ag,DAGLB inhibitor,Arrestin-AP2 inh,PKA-R2B activ,OPRM1-OPRD1 inv,DSG3 Ab inh,OPRM1-OPRD1 ag,HTR5A inv ag,V-ATPase pH,PKA-R1A activ
O=S1(=O)N=C(Oc2ccccc2)c2ccccc21,-2,0,1,-3,11,90,-2.1,4,0,-11
Nc1[nH]c(N=NC(=O)c2ccc(F)cc2)c2ccccc12,8,-1,4,5,20,109,-3.7,-21,-2,-5
CCOc1ccc(NC(=O)c2cc(S(=O)(=O)N3CCOCC3)cs2)cc1,3,-2,-5,-5,6,111,-1.7,-10,2,-6
COc1ccc(NC(=O)c2cc(S(=O)(=O)N3CCOCC3)cn2C)cc1Cl,5,-4,-20,-5,6,96,-0.9,-16,-2,-14
Cc1[nH]nc2c1C(c1ccsc1)C1=C(CC(C)(C)CC1=O)N2 (configuration not stated),-2,-2,-6,-2,4,106,-0.8,5,-3,-22
COc1cccc(C(CCc2cc(OC)c(OC)c(OC)c2)NC(C)=O)c1 (configuration not stated),-6,3,1,4,10,91,-1.9,25,2,-4
O=C(CSc1nccc(=O)[nH]1)N1CCc2ccccc2C1,1,-4,22,-12,-1,82,0.2,-13,-5,-1
CC1=C(C(=O)OCc2ccccc2)C(c2ccccc2Cl)NC(=O)N1C (configuration not stated),6,-4,-4,-2,0,107,-0.1,-3,1,0
CCC(C)(C(=O)NC1CCCC1)N(Cc1cccs1)C(=O)c1ccccn1 (configuration not stated),-3,-2,3,-5,2,106,-0.5,48,-2,-3
CCOc1ccc(C(=O)NCC(=O)NNC(=O)c2cc(C)oc2C)cc1OCC,-2,2,-5,4,5,107,-1.2,4,4,3
O=C(Nc1cccc2cccnc12)c1cccc(Cl)c1,1,-8,-9,1,-15,98,3.3,-3,-1,-3
Cc1ccc(-n2ncc3c(=O)n(CC(=O)N(C)C)cnc32)cc1C,1,-2,-5,-11,-3,95,0.7,-3,-4,-11
CN1CCN(CCC(=O)Nc2ccc(C3CCCC3)cc2)CC1,0,1,-9,-5,4,99,-0.7,1,-2,8
Nc1nc(NC(=O)c2ccccc2)nn1-c1ccccc1,-3,-2,-2,-14,5,102,-0.7,7,2,-9
Cc1cc(Sc2ncnc(N)c2[N+](=O)[O-])ncn1,-5,-5,5,-4,14,98,-2.7,12,2,-1
CCCCc1cc(O)c(CCCC)c(O)c1,-3,-7,-9,11,-2,.,0.6,7,1,-6
COc1cc(/C=N/NC(=O)C2=NNC(=O)C2C)ccc1O (configuration not stated),1,-1,0,7,5,97,-0.9,15,0,4
O=C(C1CCN(Cc2cn[nH]c2-c2ccc(F)cc2F)CC1)N1CCOCC1,-3,2,2,-5,7,.,-1.6,9,0,2
CC[C@]12c3[nH]c4cc(CCC(=O)N(C)C)ccc4c3CCN1C(=O)[C@@H](CC(=O)NCC13CC4CC(CC(C4)C1)C3)C[C@@H]2C(=O)N1CCN(C(=O)c2ccco2)CC1,-1,1,0,1,5,95,-1.1,3,-1,-1
O=C(c1ccco1)N1CCN(C(=S)Nc2ccc(F)cc2)CC1,3,2,-10,0,19,112,-3.5,21,5,-1
CCOc1ccc(C(=O)COC(=O)c2cc(=O)[nH]c3ccccc23)cc1,-3,0,27,-16,21,96,-4.0,7,0,-9
Nc1nc(CSC(=S)N2CCN(c3ccccc3)CC2)nc(Nc2ccc(F)cc2)n1,1,3,3,-5,-32,95,5.4,-1,-2,-8
CCN(CCCNC(=O)CCC(=O)N1CCOc2ccccc21)Cc1ccccc1,2,0,-4,-8,10,108,-1.7,-10,0,-20
Cc1cc(C)cc(-n2nnn(C3C/C(=N/NC(N)=S)C4OCC3O4)c2=S)c1 (configuration not stated),-2,2,8,-1,9,109,-1.8,-5,2,-6
CN(c1ccc(Br)cc1)S(=O)(=O)c1ccc2[nH]cc(C(=O)NCCN3CCOCC3)c(=O)c2c1,-2,1,6,-10,3,.,-0.6,-10,6,-8
O=C(/C=C/c1ccc(OCCCF)cc1)Nc1ccnc(-c2cccnc2)n1,2,3,-21,1,-48,112,9.7,-1,0,9
O=C(NC(=S)Nc1ccccn1)c1cccc([N+](=O)[O-])c1,-1,-2,1,-4,13,109,-2.6,-1,1,-13
Cc1cc(NS(=O)(=O)c2ccc(NC(=O)/C=C/c3ccccc3)cc2)no1,2,2,4,-7,-14,.,2.0,-1,4,-8
O=C(NCCCn1ccnc1)Nc1cccc(Cl)c1,10,-2,-1,-6,-5,.,0.8,-27,3,3
CCc1cccc2c(C(=O)CN3C(=O)NC(C)(c4cccc5ccccc45)C3=O)c[nH]c12 (configuration not stated),8,-1,-13,-11,-1,109,0.2,4,3,0

Ordered by molecular weight (falling): part of the list above.
Molecule,HTR5A ag,DAGLB inhibitor,Arrestin-AP2 inh,PKA-R2B activ,OPRM1-OPRD1 inv,DSG3 Ab inh,OPRM1-OPRD1 ag,HTR5A inv ag,V-ATPase pH,PKA-R1A activ
CC1=C(C(=O)OCc2ccccc2)C(c2ccccc2Cl)NC(=O)N1C (configuration not stated),6,-4,-4,-2,0,107,-0.1,-3,1,0
O=C(NC(=S)Nc1ccccn1)c1cccc([N+](=O)[O-])c1,-1,-2,1,-4,13,109,-2.6,-1,1,-13
Nc1nc(NC(=O)c2ccccc2)nn1-c1ccccc1,-3,-2,-2,-14,5,102,-0.7,7,2,-9

New compounds follow
Molecule,HTR5A ag,DAGLB inhibitor,Arrestin-AP2 inh,PKA-R2B activ,OPRM1-OPRD1 inv,DSG3 Ab inh,OPRM1-OPRD1 ag,HTR5A inv ag,V-ATPase pH,PKA-R1A activ
O=C(Nc1ccc2c(c1)Cc1ccccc1-2)c1cc2ccccc2o1,1,-2,7,5,-9,93,1.5,11,-2,-6
CCOc1cc(/C=C2\SC(=N)N(c3nccs3)C2=O)ccc1OCCN1CCOCC1,9,4,29,-8,17,102,-3.7,4,-1,2
CCS(=O)(=O)N1CCN=C1SCc1ccccc1,0,-2,1,-3,14,96,-2.6,0,0,3
CCCCN(CC)CCCNC(=S)Nc1ccc2nc(N3CCN(CC)CC3)cc(C)c2c1,5,1,0,-9,9,97,-1.7,-13,-2,-5
COC(C[C@H]1O[C@H]1[C@H](O)[C@@H](C)OCc1ccccc1)OC,-3,-1,5,-17,-4,100,0.6,10,-3,-8
O=C1C(=Cc2ccc(Br)o2)C(=O)c2ccccc21,1,3,35,8,16,94*,-2.9,-6,6,-7
CN(Cc1ccccc1)C(=O)CN1C(=O)c2ccc([N+](=O)[O-])cc2C1=O,8,1,23,6,-19,.,3.0,-23,-2,7
COc1cccc(/C=C/C(=O)OCC(=O)N2CCN(c3ccccc3)CC2)c1,-3,-3,0,3,17,102,-4.5,18,2,-2
CN(C)c1cccc(C(=O)NCc2ccccc2Cl)c1,-1,-2,4,7,11,99,-2.4,-1,0,4
Cc1cccc(N=C2NC(=O)S/C2=C\c2ccco2)c1,1,0,31,1,4,85,-0.7,-7,-1,10
CCCS(=O)(=O)N1CCN(C(=O)COc2ccccc2)CC1,1,1,34,-1,16,105,-3.3,0,-2,9
COc1ccc(C)cc1-n1nnnc1SCC(=O)N1CCC(C(=O)Nc2nccs2)CC1,-7,-1,-10,0,5,116,-1.1,16,-2,-8
C=CCOC(=O)C1=C(C)OC(N)=C(C#N)C1c1ccccc1F (configuration not stated),-6,-8,26,-8,12,.,-2.9,15,0,0
Cc1ccc(C)c2[nH]c(=O)c(CCNC(=O)c3cc4ccccc4o3)cc12,-2,0,-6,7,-8,105,1.3,7,6,0
CS(=O)(=O)N1CCC(C(=O)Nc2ccc3c(c2)OCCO3)CC1,4,0,3,11,11,100,-1.9,-3,2,0
CC(=O)c1c(C)[nH]c(C(=O)Nc2cccc(S(=O)(=O)N3CCOCC3)c2)c1C,1,0,10,-11,9,98,-2.0,20,1,-4
O=C(CNC(=O)c1ccccc1F)OCCCOC(=O)CNC(=O)c1ccccc1F,0,0,16,-12,9,95,-1.7,-8,2,-2
O=C(NC1CCCCNC1=O)c1ccc(Cl)cc1 (configuration not stated),1,-2,-7,4,11,.,-2.6,-1,0,-3
CCc1ccc(C2CC(c3ccccc3C)n3nc(N)nc3N2)cc1 (configuration not stated),-5,8,-2,-5,11,109,-2.1,13,-3,1
COc1ccccc1C(=O)COC(=O)CN1C(=O)c2ccccc2C1=O,6,-1,0,-1,14,107,-2.6,-6,0,-9
CC(C)(C)OC(=O)C(Cc1ccc(OC(C)(C)C)cc1)NC(=O)CNC(=O)CNC(=O)OCc1ccccc1 (configuration not stated),4,-2,14,2,11,94,-2.0,12,5,-6
Cc1cc(C(=O)Nc2cccc([N+](=O)[O-])c2)c(C)o1,-1,2,5,1,-6,102,1.1,30,-2,-4
CCOC(=O)CN1C(=O)N[C@@H](c2cccc(C(F)(F)F)c2)[C@@H](C(=O)OC)[C@H]1C,-6,1,-4,-6,9,103,-1.5,16,0,-7
C[C@@H]1C(c2ccccc2)=NN(c2ccc(Br)cc2)[C@H]1C(=O)N1CCOC1=O,-1,2,13,-9,-13,100,2.5,2,-1,1
COc1cc(-c2noc(CCCC(=O)NCc3ccccc3)n2)cc(OC)c1OC,5,-2,25,0,15,105,-2.8,-15,-2,1
CCCCN(C(=O)NC(=O)Nc1ccccc1C)S(C)(=O)=O,0,-3,3,-11,-15,.,2.8,-17,-3,-4
CCCN=C1N(C)C[C@@H]2[C@@H]3C(=O)N(C)C(=O)[C@@H]3[C@](C)(C(=O)OC)N12,-2,-1,22,-3,14,108,-2.9,7,2,2
CC(Nc1nc(N2CCN(S(C)(=O)=O)CC2)nc2ccccc12)c1ccccc1 (configuration not stated),0,4,0,-4,17,99,-2.7,22,0,5
COCCN1C(=O)N[C@@H](c2cccs2)C(C(C)=O)=C1C,-5,-1,4,3,12,101,-2.2,-19,7,-7
CC(=O)Nc1ccc(NC(=O)c2cc(S(=O)(=O)N3CCCCC3)ccc2N2CCOCC2)cc1,1,1,-9,1,18,96,-3.4,-4,-4,-11

Next part:
Molecule,HTR5A ag,DAGLB inhibitor,Arrestin-AP2 inh,PKA-R2B activ,OPRM1-OPRD1 inv,DSG3 Ab inh,OPRM1-OPRD1 ag,HTR5A inv ag,V-ATPase pH,PKA-R1A activ
CCc1cc2c(=O)c(-c3ccc4c(c3)OCO4)coc2c(CN(C)C)c1O,7,-1,15,-3,10,95,-2.1,-25,-3,-1
CCn1c(/C=C2\C(=O)Nc3ccccc32)nc2ccccc2c1=O,-2,5,16,7,-4,98,0.6,2,0,-9
COCCNc1nnc(SCC(=O)Nc2cc(C)on2)s1,-1,-1,-4,-5,14,98,-3.6,11,1,-21
COc1cccc(C2CC(c3ccc(C)cc3)n3nc(N)nc3N2)c1 (configuration not stated),5,2,13,13,7,103,-1.3,-15,1,-7
O=C(N/N=C/C=C/c1ccccc1)c1cccnc1,2,1,-16,-7,1,109,-0.3,2,0,-4
COc1ncccc1-c1nnn(-c2ccccc2)n1,10,-4,5,-11,9,101,-1.5,-28,1,1

Compounds as they come (roughly 2.4% active in at least one column).
